# Tat transport = E. coli Tat export inhibitors, primary screen, MC4100, TorA-mCherry reporter, fluorescence, single point | 340,000 tested, 0.036% active | inhibition, % at 10 µM | AID 488895, 2010;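 active means mean replicate inhibition at least 50% and at least half of replicates individually reaching 50%; inconclusive means only one of the two criteria met; inactive means neither criterion met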;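 further: exported cargo escapes ClpAP degradation while cytoplasmic cargo is degraded and loses fluorescence; 0% = median of neutral control wells and 100% = median of NaSCN control wells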
# dFosB act = activators of delta FosB homodimer, primary screen, biochemical, fluorescence polarization, TAMRA-CDK5 oligo, single point. Protein FosB (Mus musculus), P13346. purified delta FosB; percent of positive-control signal above neutral wells. 340,000 tested, 0.99% active. activation, % at 25 µM. AID 493131, 2011;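 active means mean activation above about 17%, with every replicate also reaching it, limit read from the data, passing the limit was not always enough; inconclusive means only one of the two conditions met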;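 further: fluorescence polarization rise as delta FosB binds a TAMRA Cdk5 AP-1 oligo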
# Target sequence (P13346 whole entry, looked up): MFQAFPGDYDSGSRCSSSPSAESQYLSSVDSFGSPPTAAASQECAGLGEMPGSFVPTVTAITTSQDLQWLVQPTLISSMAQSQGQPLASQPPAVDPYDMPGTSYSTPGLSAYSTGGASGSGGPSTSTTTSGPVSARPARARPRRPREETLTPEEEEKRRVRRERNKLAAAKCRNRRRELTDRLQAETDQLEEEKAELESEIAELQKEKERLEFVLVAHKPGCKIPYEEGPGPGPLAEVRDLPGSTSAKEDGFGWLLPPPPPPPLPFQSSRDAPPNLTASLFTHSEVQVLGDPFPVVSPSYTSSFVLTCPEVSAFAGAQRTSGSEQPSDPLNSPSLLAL
# V-ATPase pH = regulators of yeast V-ATPase proton pumping, primary screen, pHLuorin cytosolic pH fluorescence; S. cerevisiae; AID 504577, 2011; response, % at 10 µM; 350,000 tested, 0.37% active; in the data active means response mostly above about 7.3%, no sharp cut-off; inactive means mostly below about 5.4%; further: actives read high; inactives centre near 0; some compounds called inactive have numbers as strong as hits
# CDK5 p35 inh = inhibitors of human CDK5/p35 kinase, primary screen, biochemical, single concentration; Cyclin-dependent kinase 5 (Homo sapiens) + Cyclin-dependent kinase 5 activator 1 (Homo …; Recombinant CDK5/p35, ADP-Glo luminescence, 60 min; inhibition, % at 10 µM; 330,000 tested, 0.01% active;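 active means highest replicate inhibition of at least 50% and at least 75% of replicates reaching 50%; inconclusive means only one of the two criteria met; inactive means both criteria failed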;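 further: plate controls were DMSO neutral control for no effect and GW8510 at 10 µM for full effect; many of its hits are not listed in these tables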
# CAL PDZ FP-1 = CAL PDZ peptide-binding inhibitors, primary screen, biochemical, fluorescence polarization, Cer-tagged CAL PDZ, HTS; Golgi-associated PDZ and coiled-coil motif-containing protein (Homo sapiens), Q9HD26; AID 504414, 2011; inhibition, % at 20 µM; purified CAL PDZ, TMR-peptide fluorescence polarization, 1 h; 330,000 tested, 0.02% active;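 active means highest replicate inhibition of at least 40%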;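 further: plate controls were DMSO neutral control wells for no effect and unlabeled competitor peptide control wells for full effect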
#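 Control set: unlabelled peptide and DMSO controls / Material: purified CerCALP PDZ construct / Timing: 1 h incubation at room temperature before polarization reading / Doses: 20 µM, one dose / Detection: fluorescence polarization (mP)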
# MITF TRPM1 HTS = activators of MITF-driven TRPM1 promoter reporter, primary screen, cell-based, SK-MEL-5, luciferase, single point | SK-MEL-5 TRPM1-promoter luciferase, 24 h; % of positive control, neutral wells = 0 | activation, % at 12.5 µM | 300,000 tested, 0.75% active;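 active means mean activation of at least 80% with every replicate also reaching 80%; inconclusive means mean reaches 80% but some replicate falls short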;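 further: 0% = neutral control wells and 100% = parthenolide positive control wells; values of inactives mirror those of a sister screen read the other way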
# Wnt act = Wnt/beta-catenin pathway activators, primary screen, cell-based, plate reader, single point; Wnt/beta-catenin reporter cell assay, activator; activation, % at 9.35 µM; 300,000 tested, 1.2% active; in the data active means activation above about 30%, passing the limit was not always enough; inconclusive means no clear call, values can overlap the other calls;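 further: 0% = neutral control wells and 100% = positive control wells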
# RTF Ca sens act = cardiac RTF calcium sensitivity activators, primary screen, biochemical, IANBD-TnC fluorescence, EC20 calcium; Troponin I, cardiac muscle (Homo sapiens) + Troponin T, cardiac muscle (Homo sapiens) + …; IANBD-labeled TnC RTF fluorescence at EC20 calcium; 0% EC20 calcium, 100% full calcium; activation, % at 7.2 µM; 340,000 tested, 0.24% active; AID 493008, 2010;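 active means activation above the mean over all tested compounds plus 3 SD, cut at about 30% in these data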;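 further: rise in fluorescence read as greater calcium sensitivity of cardiac thin filaments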
# CAL PDZ FP-2 = untagged CAL PDZ binding inhibitors, primary screen, biochemical, fluorescence polarization, HTS; 300,000 tested, 0.92% active; purified CAL PDZ, TMR-peptide fluorescence polarization, 1 h; AID 602252, 2012; inhibition, % at 24.9 µM;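 active means mean inhibition of at least 30% with at least half of replicates also reaching 30%; inconclusive means no clear call, values can overlap the other calls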;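 further: 0% = DMSO neutral control and 100% = excess unlabeled competitor peptide PRC23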
# Rtt109 HAT inh = inhibitors of C. albicans Rtt109/Vps75 HAT, primary screen, biochemical, ThioGlo CoA-SH fluorescence, plate reader | purified Rtt109/Vps75, 4 h | inhibition, % at 34.9 µM | 330,000 tested, 0.16% active | AID 540336, 2011;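 active means inhibition of at least 50% in every replicate; inconclusive means best replicate reaches 50% inhibition but some replicates fall short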
# Target sequence (Q5AAJ8 whole entry, looked up): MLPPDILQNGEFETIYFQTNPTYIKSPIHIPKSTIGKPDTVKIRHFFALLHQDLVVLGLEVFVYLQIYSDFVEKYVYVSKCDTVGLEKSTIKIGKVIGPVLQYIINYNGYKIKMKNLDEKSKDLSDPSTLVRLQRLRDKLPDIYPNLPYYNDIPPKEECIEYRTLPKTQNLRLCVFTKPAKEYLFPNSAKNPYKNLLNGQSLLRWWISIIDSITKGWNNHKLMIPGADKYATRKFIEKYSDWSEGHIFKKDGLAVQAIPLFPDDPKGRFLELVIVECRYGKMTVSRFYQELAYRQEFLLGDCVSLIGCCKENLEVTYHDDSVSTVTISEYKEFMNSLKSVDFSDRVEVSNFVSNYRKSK
# * hit, by the source's call; ? = inconclusive; · = not tested or not shown.
Tat transport,dFosB act,V-ATPase pH,CDK5 p35 inh,CAL PDZ FP-1,MITF TRPM1 HTS,Wnt act,RTF Ca sens act,CAL PDZ FP-2,Rtt109 HAT inh,smiles
-6,-7,-1,-0.8,·,-34,·,-3,-3,0,O=C(CSc1nnc(-c2ccco2)n1-c1ccccc1)N1CCN(C(=O)c2ccco2)CC1
-8,1,-1,2.2,-2.6,-2,1,-7,2,-6,Cc1cc(C(=O)N/N=C2\CCCC(=O)C2)c(C)o1
-6,-3,-1,-2.5,-1.6,-8,·,2,-5,-2,COC(=O)c1ccccc1NC(=O)CN1C(=O)c2ccccc2S1(=O)=O
-3,4,3,0.1,1.2,·,·,1,-4,0,CCC(NC(=O)N(Cc1ccccc1)Cc1ccc2c(c1)OCO2)(C(F)(F)F)C(F)(F)F
-7,-7,-2,1.1,0.5,-5,-4,0,-3,9,COc1cc2[nH]c(=S)nc(NCc3cccc(Cl)c3)c2cc1OC
-5,-1,-1,-0.5,-1.4,5,-1,-9,6,1,Cc1csc(NC(=O)CCn2c(=O)oc3ccc(Cl)cc32)n1
-4,-4,-3,1.1,-2.0,2,-1,5,-2,4,COc1cc(NC(=O)c2ccc([N+](=O)[O-])cc2)c(OC)cc1NC(=O)CC(C)C
7,-8,-2,0.4,-0.9,-5,-2,-1,-4,2,CN(C(=O)c1ccc(NC(=O)Cc2ccc(NC(=O)C3CCN(C(=O)C4CCC4)CC3)cc2)cc1)C1CCCC1
-2,-3,-1,-0.3,-2.9,1,·,24,-2,·,Cc1sc(NC(=O)CSc2nnc(C(C)C)n2C)c(C#N)c1C
8,-13,-3,-0.4,-1.1,-12,0,1,-1,1,COc1ccccc1N1CCN(C(=O)COc2cccc3ccccc23)CC1
-13,-2,6,1.7,-0.5,-11,·,6,·,3,Cc1cccc(CN2CCC(CNC(=O)C3CCCN(S(=O)(=O)c4cnc[nH]4)C3)CC2)c1 (stereo unspecified)
1,-1,0,-0.7,-3.5,19,-1,-3,-1,2,Cc1cc(C)n(C(=O)c2cc3sccc3[nH]2)n1
0,3,-1,-1.0,-0.3,2,·,-3,·,-4,O=C(O)C1C2C=CC(O2)C1C(=O)Nc1ccc(S(=O)(=O)N2CCc3ccccc32)cc1 (stereo unspecified)
13,3,-2,2.5,0.1,-5,-1,-1,-15,4,COc1ccc2[nH]c(=O)c(CNc3ccccc3OC)cc2c1
-5,5,-2,0.9,-2.1,-20,1,9,-11,-3,COC(=O)[C@@H](NC(=O)NC1CCCCC1C)C(C)C (stereo partly specified)
-4,-4,3,-2.7,0.2,-1,-1,5,-1,9,COc1c2c(c(C)c3c1C(=O)OC3)O[C@@]1(C)CC[C@@]3(O)C(C)(C)OC(=O)CC[C@]3(C)[C@H]1C2
-8,-7,-1,-0.2,0.7,·,0,-3,3,-1,COC(=O)/C(C#N)=C/c1c(Oc2cccc(C)c2)nc2ccccn2c1=O
19,-20,-1,-1.3,-0.3,6,1,2,-1,-5,COc1ccc(-n2nc(C(=O)NCC(=O)N3CC(C)CC(C)C3)c3ccccc3c2=O)c(OC)c1 (stereo unspecified)
-2,2,1,-4.4,-1.0,27,14,-1,4,8,Cc1ccc(NC(=O)Nc2cnccn2)c(C)c1
1,0,-3,1.0,-2.0,-1,-3,-1,1,2,O=C1COc2ccc(C(=O)COC(=O)Cc3ccc(F)cc3)cc2N1
17,-4,0,-0.2,0.3,5,0,-3,0,2,Cc1ccc(S(=O)(=O)N2CCCCC2)cc1NC(=O)CSc1ncccn1
-10,-1,0,-0.6,-0.4,-9,-1,-2,-5,12,CCOC(=O)N1CCN(CC(=O)Nc2nnc(C(F)(F)F)s2)CC1
-18,-10,-6,1.4,1.8,-31,·,-6,·,9,CN(C)c1ccc(/C=C(/NC(=O)c2ccccc2)C(=O)N/N=C/c2ccc([N+](=O)[O-])c(O)c2)cc1
-3,0,3,-3.2,0.5,2,5,3,14,10,CC1(C)CC(=O)C(C=NCCCN2CCCC2=O)=C(O)C1
5,8,-5,0.4,-2.6,7,8,2,-2,-2,CC(C)(C)c1ccc(-c2nc(NCc3cccnc3)c3ccccc3n2)cc1
5,-9,1,-2.0,-0.5,14,-9,1,-1,9,CC1CCc2sc(C(=O)OCC(=O)NCc3ccc(F)cc3)cc2C1 (stereo unspecified)
-7,-7,-1,-0.4,-2.1,-2,·,10,-5,-1,Cc1ccc(C2=NN(CC(=O)NCc3ccco3)C(=O)CC2)cc1
0,2,0,-0.7,-2.7,-1,0,2,-2,-11,O=C(CSc1nc2ccccc2s1)CSc1nc2ccccc2s1
2,-3,4,0.5,-1.0,8,2,2,9,-15,CCOc1ccc(-c2nc(-c3cccs3)c(CC(=O)O)s2)cc1OC
-2,-16,5,-0.6,-0.4,-7,0,6,1,10,CCOc1ccc(NC(=S)N2CCN(C/C=C/c3ccccc3)CC2)cc1
-6,-10,6,1.1,-1.2,16,40*,-3,-1,1,O=C(/C=C/C=C/c1ccccc1)c1ccco1
1,4,0,-0.1,-3.3,1,·,0,1,3,Cc1cc(NC(=O)CSc2ccc3nnc(-c4ccc(Cl)cc4)n3n2)no1
-21,-10,0,-0.1,-2.8,-4,-3,-1,-3,-7,CCC(=O)N1CCc2cc(Br)cc(S(=O)(=O)CCC(=O)NCCc3ccccc3)c21
3,-2,1,1.7,-0.8,12,-6,-6,-2,-3,C[C@@]12C(=O)N(CC3CC3)CC(=O)N1[C@H](/C=C/c1ccccc1)[C@@H]1C(=O)N(c3ccccc3)C(=O)[C@@H]12
14,-1,-3,1.3,-2.0,·,-3,-6,-2,-4,S=c1[nH]ncn1/N=C/c1ccccc1
-2,-17,-1,-0.9,-0.2,-3,-1,7,-1,-14,COCCCN1CC(=O)N2C(c3ccc(C)cc3)c3[nH]c4ccccc4c3C[C@H]2C1=O (stereo partly specified)
0,-4,3,·,-2.2,-8,-2,-2,-3,-1,O=C(CCNC(=O)C1CCN(S(=O)(=O)c2ccc(F)cc2)CC1)NCCc1ccc(Cl)cc1
-2,-3,-5,0.0,-1.1,0,4,-4,-2,3,COc1ccc(CSc2nc(C)cc(=O)[nH]2)cc1
1,-14,2,-1.0,-0.5,·,·,2,10,·,CCOC(=O)Cn1c(=O)c2c(nc(Br)n2Cc2ccccc2Cl)n(C)c1=O
5,-6,1,-1.8,-2.5,5,2,-4,-1,0,CC(Oc1ccccc1)C(=O)Nc1ccccc1F (stereo unspecified)
6,-15,-5,0.9,-6.8,-11,-3,-2,-19,1,O=C(NCCCNC(=O)c1ccco1)c1ccc(Cl)c(Cl)c1
-6,8,5,0.3,0.3,5,0,2,-3,3,O=C(O)CCc1ccc(-c2ccc(F)cc2)n1NC(=O)c1ccco1
12,-1,2,-1.3,0.8,·,·,-5,·,6,COc1ccc(C2(C(=O)Nc3c(C)n(C)n(-c4ccccc4)c3=O)CCCC2)cc1OC
-5,-3,0,0.0,-0.7,5,0,-2,1,-16,O=C(Nc1ccccc1)c1ccc(S(=O)(=O)N(CCO)CCO)cc1
4,-2,2,2.9,-0.5,-22,1,-1,5,9,CNS(=O)(=O)c1cccc(C(=O)OCC(=O)Nc2ccccc2F)c1

# Quoted at random: 2 records from the list, in no set order.
Tat transport,dFosB act,V-ATPase pH,CDK5 p35 inh,CAL PDZ FP-1,MITF TRPM1 HTS,Wnt act,RTF Ca sens act,CAL PDZ FP-2,Rtt109 HAT inh,smiles
-3,4,3,0.1,1.2,·,·,1,-4,0,CCC(NC(=O)N(Cc1ccccc1)Cc1ccc2c(c1)OCO2)(C(F)(F)F)C(F)(F)F
-8,-7,-1,-0.2,0.7,·,0,-3,3,-1,COC(=O)/C(C#N)=C/c1c(Oc2cccc(C)c2)nc2ccccn2c1=O

# Next results follow:
Tat transport,dFosB act,V-ATPase pH,CDK5 p35 inh,CAL PDZ FP-1,MITF TRPM1 HTS,Wnt act,RTF Ca sens act,CAL PDZ FP-2,Rtt109 HAT inh,smiles
-5,-1,3,-0.5,-1.2,·,2,-1,-2,9,COc1ccc(C(CNC(=O)C(C)c2ccc3cc(OC)ccc3c2)N(C)C)cc1 (stereo unspecified)
-7,-18,-2,-1.3,-11,·,9,-2,·,12,O=C(O)CCC(=O)Nc1ccc(-c2nc3ccc(C(=O)c4ccccc4)cc3[nH]2)cc1
4,-7,-1,0.2,0.3,6,0,2,2,-14,O=C(O)C1CC=CCC1C(=O)N1CCCC1 (stereo unspecified)
-6,-6,-1,0.9,-7.0,5,0,-2,-5,-1,CCSc1nc(O)cc(=O)n1CC
-4,3,0,-0.9,-1.4,-8,-2,0,-3,·,CCOc1ccc(N2C(=O)CC(N3CCOCC3)C2=O)cc1 (stereo unspecified)
4,-3,-4,-0.2,-3.6,2,0,-2,-3,?,CCOc1ccc(CCNC(=O)COC(=O)Cc2ccc(F)cc2)cc1OCC
4,-10,0,-0.2,-2.1,3,·,-2,·,-11,O=C(N/N=C/C(Br)=C\c1ccccc1)c1n[nH]c2c1CCC2
-7,0,-1,-0.2,-1.9,-7,0,6,-3,?,Cc1cccc(NC(=O)c2ccccc2NC(=O)CCC(=O)O)c1
-1,-4,0,-0.7,-3.4,-10,-1,-4,-1,4,COC(=O)c1ccccc1S(=O)(=O)N1CCC(NC(=O)C(Cc2cccc(OC)c2OC)NC(C)=O)CC1 (stereo unspecified)
-1,-6,1,3.7,-1.5,7,-4,-3,-4,19,Nc1ncc([N+](=O)[O-])c(N2CCCCCC2)n1
-2,-12,6,-0.4,-7.9,0,-2,0,-12,0,CCOC(=O)N1CCN(C(=O)c2cnn3c(C(F)(F)F)cc(-c4cccs4)nc23)CC1
-8,0,0,-0.1,0.1,-9,4,-3,·,-7,Cc1cccc(C(=O)N2CCCC(Nc3ccc(C(C)C)cc3)C2)n1 (stereo unspecified)
10,-7,-1,0.2,-1.1,5,?,-1,-6,-4,CC(C)(C)c1ccc(OCc2ccc(C(=O)Nc3cccnc3)o2)cc1
-2,4,0,0.9,-1.3,4,·,-2,-1,-2,Cc1cc(C)cc(OCc2ccc(C(=O)N3N=C(C(F)F)CC3(O)C(F)F)o2)c1 (stereo unspecified)
0,-2,1,-2.1,-2.9,-4,·,-2,1,1,COc1ccc(CCNC(=O)CSCc2n[nH]c(=O)[nH]2)cc1OC
0,-8,4,0.2,1.0,3,-2,0,·,-5,CC1CN(C(=O)CCC(=O)NCc2ccccc2)c2ccccc2O1 (stereo unspecified)
0,4,-2,-0.5,-2.7,67,25,2,-5,-1,COc1ccc(-c2coc3cc(O)cc(O)c3c2=O)cc1OC
